High-throughput results deposited in PubChem by National Center for Advancing Translational Sciences (NCATS).
MmCpn inh: inhibitors of Methanococcus maripaludis chaperonin (MmCpn) | purified Mm-Cpn ATPase, ADP Transcreener TR-FRET | actives 0.031% (n = 330,000) | Potency, µM (titrated, usually from 76.9 µM), for the others: at the highest dose activity, negative = inhibition, actives largely listed as inhibitors; also: potency is read from the fitted curve at half-maximal effect; % is scaled to controls: 0 for no effect and ±100 for the full control effect; nearly all actives have a fitted effect of over 80% in size
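TR-FRET (320 nm excitation; 590 and 665 nm emission) reports ADP made from 10 uM ATP by 25 nM enzyme; compounds were preincubated 10 min, reaction run 30 min, both at 37°C.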
EPAC2 ag: activates human EPAC2 exchange factor | Q8WZA2 | EPAC2 activation, biochemical qHTS; response scale: 100% = 6.5 mM cAMP response | Potency, µM (highest dose often 154 µM), for inactives: at the top dose activation, actives largely listed as activators | actives 0.079% (n = 360,000) | AID 720711; also: potency is read from the fitted curve at half-maximal effect; nearly all actives have a fitted effect of over 50% in size
Target sequence (Q8WZA2 whole entry, looked up): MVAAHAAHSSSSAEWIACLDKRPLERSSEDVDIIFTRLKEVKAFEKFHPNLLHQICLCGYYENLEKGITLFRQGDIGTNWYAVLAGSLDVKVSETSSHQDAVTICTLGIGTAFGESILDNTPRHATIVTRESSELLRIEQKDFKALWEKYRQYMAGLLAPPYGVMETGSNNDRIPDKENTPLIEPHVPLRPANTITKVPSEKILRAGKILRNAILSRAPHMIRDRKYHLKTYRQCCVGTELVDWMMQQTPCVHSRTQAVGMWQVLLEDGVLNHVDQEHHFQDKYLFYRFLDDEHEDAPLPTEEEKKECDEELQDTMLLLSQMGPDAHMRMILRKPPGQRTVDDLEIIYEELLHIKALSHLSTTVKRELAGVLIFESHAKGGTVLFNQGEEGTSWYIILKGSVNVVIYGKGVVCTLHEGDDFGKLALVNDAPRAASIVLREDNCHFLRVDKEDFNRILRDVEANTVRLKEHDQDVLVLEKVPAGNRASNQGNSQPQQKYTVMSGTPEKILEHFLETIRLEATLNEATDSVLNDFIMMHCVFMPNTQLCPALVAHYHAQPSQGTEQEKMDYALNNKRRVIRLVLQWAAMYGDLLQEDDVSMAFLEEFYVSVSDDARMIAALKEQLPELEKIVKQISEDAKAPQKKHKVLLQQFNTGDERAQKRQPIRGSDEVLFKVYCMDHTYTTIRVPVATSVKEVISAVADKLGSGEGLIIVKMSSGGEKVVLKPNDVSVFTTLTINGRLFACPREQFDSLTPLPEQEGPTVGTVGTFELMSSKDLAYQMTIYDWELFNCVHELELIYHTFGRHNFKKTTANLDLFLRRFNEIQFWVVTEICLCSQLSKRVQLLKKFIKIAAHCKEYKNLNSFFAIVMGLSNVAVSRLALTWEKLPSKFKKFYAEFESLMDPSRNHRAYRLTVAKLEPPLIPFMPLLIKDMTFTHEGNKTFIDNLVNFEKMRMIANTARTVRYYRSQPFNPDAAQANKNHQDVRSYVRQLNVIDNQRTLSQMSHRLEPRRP
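Compounds were added across a concentration range to EPAC2 (100 nM), RAP1B-BODIPY-GDP (250 nM) and GDP (50 uM). After 5 min at room temperature, fluorescence was recorded at 5-min intervals for 30 min.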
PTHR1 ag: PTHR1 (human) receptor agonism; Q03431; HEK293 GP2 PTHR1 cells, GloSensor cAMP luminescence, 1 h; Potency, µM (highest dose often 115 µM), for the others: at the top dose activation, actives largely listed as activators; actives 0.075% (n = 410,000); AID 743266; also: potency is read from the fitted curve at half-maximal effect; nearly all actives have a fitted effect of over 55% in size; some results filed as inactive show a strong effect at the top dose; inactives centre near -15; many of its hits are not listed in these tables
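HEK-293-derived GP2 cells expressing PTHR1 and a GloSensor cAMP reporter, 3,000/well, plated overnight, given luciferin plus IBMX (each 0.5 mM as added) for 1 h at 37 °C, then compound for 1 h at 37 °C. Luminescence was read after 15 min at room temperature.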
CCT chaperon mod: cytosolic chaperonin activity modulation | purified chaperonin ATPase assay, HTRF ADP detection, 30 min | activity change, % (test concentration not listed), hits read low | actives 0.3% (n = 360,000) | AID 651819; in the data active = activity change below about -30%; also: % is scaled to controls: 0 for no effect and ±100 for the full control effect
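Nucleotide hydrolysis assay: TRiC at 20–40 nM final (set by batch activity) with 10 uM ATP, 30 min at 37 °C, in presence of 76 uM compound. Detection by competitive ADP HTRF, 30 min ambient.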
D3 ag: activates the human D3 dopamine receptor; AID 652048; P35462; D3R DiscoveRx beta-arrestin cells, luminescence, 90 min; actives 0.58% (n = 410,000); max activation, %; in the data active = max activation above about 30%; also: 0% is about no effect; mostly tested at two doses, the higher about 12 µM
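Cells at 1500/well, incubated overnight, then treated with pinned compounds (dopamine as control) for 90 min at 37 degrees C. DiscoveRx reagent added for 30 - 60 minutes at room temperature; luminescence read.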
pAkt inh: blocks phosphorylation of Akt | Neuro2A IGF-stimulated pAkt S473 HTRF, 20 min; stronger effect = lower value | activity change, % for hits at 50 µM | actives 0.32% (n = 360,000); in the data active = activity change below about -80%; inconclusive = mostly about -51% to -80%; also: % is scaled to controls: 0 for no effect and ±100 for the full control effect
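Single-point screen (50 µM final compound) in Neuro2A cells stimulated 20 min with 6 nM IGF at 37 deg C. After lysis, Ser473-phosphorylated Akt read by HTRF (ex 330 nm, em 615/665 nm) as the 665/615 ratio.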
DRD3 antagonist: D3 dopamine receptor (human) antagonism; actives 2.5% (n = 360,000); AID 652054; P35462; max response, negative = inhibition, %; D3R cells, DiscoveRx beta-arrestin luminescence, antagonist mode; stronger effect = lower value; in the data active = max response below about -50%; inconclusive = no clear call, values can overlap the other calls; also: % is scaled to controls: 0 for no effect and ±100 for the full control effect; mostly tested at two doses, the higher about 12 µM
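Cells expressing the human receptor were seeded at 1500 cells/well, incubated overnight at 37 degrees C in 5% CO2, then exposed to library compounds with dopamine controls for 90 minutes at 37 degrees C before luminescent detection.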
EPAC2 antagonist: blocks human EPAC2 exchange factor. Q8WZA2. EPAC2 GEF exchange of Rap1B-BODIPY-GDP, fluorescence. Potency, µM (series often up to 114 µM), without a hit: top-dose activity, negative = inhibition, actives largely listed as inhibitors. actives 0.18% (n = 360,000). AID 720708; also: potency is read from the fitted curve at half-maximal effect; % is scaled to controls: 0 for no effect and ±100 for the full control effect; nearly all actives have a fitted effect of over 45% in size; many of its hits are not listed in these tables
* hit, by the source's call; [ ] = remark or other dose. Unless noted, calls follow the shape of the dose curve; as a rule, active = well fitted curve in the direction sought with a large enough effect; inconclusive = small, poorly fitted or top-dose-only effect, or another doubt; inactive = no such curve, though single readings can be large; an effect the other way counts as inactive or inconclusive. These rows are one share of the data; count on the stated rates, not on these rows.

`COC(=O)[C@@]1(Cc2ccccc2)[C@H]2C(=O)N(C)C(=O)[C@H]2[C@H]2CN=C(SCc3ccc(C)cc3)N21` gave MmCpn inh -1%, EPAC2 ag 14%, PTHR1 ag inactive, CCT chaperon mod -60*, D3 ag -22, pAkt inh inactive, DRD3 antagonist -1 and EPAC2 antagonist -13%.
CC1(c2ccccc2)CC(C)(C)N(C(N)=O)c2ccccc21 (stereo not given) was read as MmCpn inh 1%, EPAC2 ag 4%, PTHR1 ag -8%, CCT chaperon mod -2.5, D3 ag -4, pAkt inh inactive, DRD3 antagonist -1 and EPAC2 antagonist -17%.
Screening COc1ccc(S(=O)(=O)N2CCOC2CNC(=O)C(=O)NCc2ccc(F)cc2)cc1OC (stereo not given) returned MmCpn inh -1%, EPAC2 ag 8%, PTHR1 ag -27%, CCT chaperon mod 0.5, D3 ag -1, pAkt inh inactive, DRD3 antagonist 11 and EPAC2 antagonist 4%.
`O=C(CSCc1ccc(Cl)cc1)N/N=C/c1ccc(OCC(=O)Nc2ccccc2)cc1` gave MmCpn inh -2%, EPAC2 ag -1%, PTHR1 ag -19%[57.5 µM], CCT chaperon mod -53*, D3 ag 4, pAkt inh inactive, DRD3 antagonist 1 and EPAC2 antagonist 21%.
For Nc1n[nH]c2cc(=O)n(-c3cccc(C(F)(F)F)c3)nc12 the results were MmCpn inh -5%, EPAC2 ag 15%, PTHR1 ag inactive, CCT chaperon mod -3.3, D3 ag -7, pAkt inh inactive, DRD3 antagonist -14 and EPAC2 antagonist -9%[57.1 µM].
For O=C(O)c1cccc(NC(=S)NC(NC(=O)c2ccco2)C(Cl)(Cl)Cl)c1 (stereo not given) the results were MmCpn inh -2%, EPAC2 ag 5%, PTHR1 ag -73%[inhibitor], CCT chaperon mod 2.3, D3 ag -2, pAkt inh inactive, DRD3 antagonist 34 and EPAC2 antagonist 5%.
CCCCCCn1c(C(C)O)nc2ccccc21 (stereo not given) was read as MmCpn inh -7%, EPAC2 ag -8%, PTHR1 ag -6%[57.5 µM], CCT chaperon mod -3.7, D3 ag 2, pAkt inh inactive, DRD3 antagonist 21 and EPAC2 antagonist 14%.
CC(C)C(NS(=O)(=O)c1ccccc1F)C(=O)N1CCc2ccccc2C1 (stereo not given) was read as MmCpn inh 1%, EPAC2 ag -1%, PTHR1 ag inactive, CCT chaperon mod -1.6, D3 ag 1, pAkt inh inactive, DRD3 antagonist 8 and EPAC2 antagonist 3%.
`CCCOC1(NC(=O)c2ccccc2)C(C)=CC(=O)C=C1C` gave MmCpn inh 1%, EPAC2 ag 1%, PTHR1 ag inactive, CCT chaperon mod 1.4, D3 ag 0, pAkt inh inactive, DRD3 antagonist -26 and EPAC2 antagonist 13%.
Screening CCCCC(O)(c1ccc(CC)cc1)C(CN1CCOCC1)c1ccccc1 (stereo not given) returned MmCpn inh 1%, EPAC2 ag 7%, PTHR1 ag -18%, CCT chaperon mod -2.3, D3 ag 1, pAkt inh inactive, DRD3 antagonist 0 and EPAC2 antagonist -25%.

A run of entries taken from the entries so far, for reference:
`COC(=O)[C@@]1(Cc2ccccc2)[C@H]2C(=O)N(C)C(=O)[C@H]2[C@H]2CN=C(SCc3ccc(C)cc3)N21` gave MmCpn inh -1%, EPAC2 ag 14%, PTHR1 ag inactive, CCT chaperon mod -60*, D3 ag -22, pAkt inh inactive, DRD3 antagonist -1 and EPAC2 antagonist -13%.
CC1(c2ccccc2)CC(C)(C)N(C(N)=O)c2ccccc21 (stereo not given) was read as MmCpn inh 1%, EPAC2 ag 4%, PTHR1 ag -8%, CCT chaperon mod -2.5, D3 ag -4, pAkt inh inactive, DRD3 antagonist -1 and EPAC2 antagonist -17%.
Screening COc1ccc(S(=O)(=O)N2CCOC2CNC(=O)C(=O)NCc2ccc(F)cc2)cc1OC (stereo not given) returned MmCpn inh -1%, EPAC2 ag 8%, PTHR1 ag -27%, CCT chaperon mod 0.5, D3 ag -1, pAkt inh inactive, DRD3 antagonist 11 and EPAC2 antagonist 4%.
`O=C(CSCc1ccc(Cl)cc1)N/N=C/c1ccc(OCC(=O)Nc2ccccc2)cc1` gave MmCpn inh -2%, EPAC2 ag -1%, PTHR1 ag -19%[57.5 µM], CCT chaperon mod -53*, D3 ag 4, pAkt inh inactive, DRD3 antagonist 1 and EPAC2 antagonist 21%.

(listing goes on)
O=C(COc1ccc(Cl)cc1)Nc1ncc([N+](=O)[O-])s1 was read as MmCpn inh 2%, EPAC2 ag -10%, PTHR1 ag -34%[inhibitor], CCT chaperon mod -3.6, D3 ag 3, pAkt inh inactive, DRD3 antagonist -7 and EPAC2 antagonist 14%.
For CCOC(=O)C1CCN(CC(=O)Nc2cc(C)nn2-c2nc3ccccc3s2)CC1 the results were EPAC2 ag -10%, PTHR1 ag -13%, CCT chaperon mod 0.5, D3 ag 0, pAkt inh inactive, DRD3 antagonist -1 and EPAC2 antagonist -23%.
For O=C(NC1CCCc2ccccc21)c1ccccc1Cl (stereo not given) the results were MmCpn inh 2%, EPAC2 ag 0%, PTHR1 ag inactive, CCT chaperon mod -2.6, D3 ag -4, pAkt inh inactive, DRD3 antagonist 9 and EPAC2 antagonist 2%.
`O=[N+]([O-])c1cc(CSC2=NCCN2)ccc1O` gave MmCpn inh 0%, EPAC2 ag -2%, PTHR1 ag -74%, CCT chaperon mod -1.0, D3 ag 1, pAkt inh inactive, DRD3 antagonist -12 and EPAC2 antagonist -2%.
For O=C(CN1CCCC1)Nc1ccccc1Sc1ccccc1 the results were MmCpn inh 0%, EPAC2 ag 2%, PTHR1 ag inactive, CCT chaperon mod -1.5, D3 ag 0, pAkt inh inactive, DRD3 antagonist 5 and EPAC2 antagonist inconclusive.
For COc1ccc(Cl)c(-c2cc(C(=O)Nc3ccccc3)[nH]n2)c1 the results were EPAC2 ag 22%, PTHR1 ag -49%[inhibitor], CCT chaperon mod 0.7, D3 ag -19, pAkt inh inactive, DRD3 antagonist 0 and EPAC2 antagonist 0%.
Screening CN1c2ccsc2C(O)=C(C(=S)Nc2ccc(F)c(Cl)c2)S1(=O)=O returned MmCpn inh -3%, EPAC2 ag -1%, PTHR1 ag -18%[57.5 µM], CCT chaperon mod -2.1, D3 ag 0, pAkt inh inactive, DRD3 antagonist -93* and EPAC2 antagonist 7%.
`CCn1nc(C)c(CN2CCCC(C(=O)c3cccc(OC(C)C)c3)C2)c1C` (stereo not given) gave MmCpn inh 0%, EPAC2 ag 17%, PTHR1 ag -20%, CCT chaperon mod -7.3, D3 ag -8, pAkt inh inactive, DRD3 antagonist -17 and EPAC2 antagonist 0%[57.1 µM].
O=C1c2ccccc2-c2cc(Br)ccc2NC1O (stereo not given) was read as EPAC2 ag -11%, PTHR1 ag -51%[inhibitor], CCT chaperon mod -1.0, D3 ag -3, pAkt inh inactive, DRD3 antagonist 16 and EPAC2 antagonist 8%.
CCOC(=O)c1cc(/C(C)=N/OC(=O)c2ccc(Cl)cc2)on1 was read as MmCpn inh 1%, EPAC2 ag 4%, PTHR1 ag -25%, CCT chaperon mod 1.1, D3 ag -6, pAkt inh inactive, DRD3 antagonist -8 and EPAC2 antagonist 0%.
Screening Cc1ccc(S(=O)(=O)Nc2c(C)n(C)n(-c3ccccc3)c2=O)cc1C(=O)OC(C)C(=O)N(C)c1ccccc1 (stereo not given) returned MmCpn inh 0%, EPAC2 ag 17%, PTHR1 ag inactive, CCT chaperon mod -0.3, D3 ag -5, pAkt inh inactive, DRD3 antagonist -1 and EPAC2 antagonist 24%.
`CCN(CC)C(=O)C(=O)N/N=C/c1ccc(C(=O)O)cc1` gave MmCpn inh 3%, EPAC2 ag -3%, PTHR1 ag inactive, CCT chaperon mod 1.0, D3 ag 7, pAkt inh inactive, DRD3 antagonist 4 and EPAC2 antagonist 8%.
For CCCc1c(-c2ccc(F)cc2)ncn1Cc1ccccc1OC the results were EPAC2 ag 21%, PTHR1 ag -42%[inhibitor], CCT chaperon mod -3.3, D3 ag 4, pAkt inh inactive, DRD3 antagonist -16 and EPAC2 antagonist inconclusive.
CCOc1ccccc1NC(=O)COc1coc(CN2CCc3ccccc32)cc1=O was read as MmCpn inh -5%, EPAC2 ag 3%, PTHR1 ag -19%, CCT chaperon mod 0.0, D3 ag 3, pAkt inh inactive, DRD3 antagonist 19 and EPAC2 antagonist -15%.
Screening CC(=O)Nn1cc2c(=O)n(C)c(=O)n(C)c2c1 returned MmCpn inh 1%, EPAC2 ag 4%, PTHR1 ag inactive, CCT chaperon mod -0.5, D3 ag 15, DRD3 antagonist 25 and EPAC2 antagonist 2%.
Screening CN1CCN(S(=O)(=O)c2cccc(C(=O)N(C)CC(=O)Nc3ccc(Cl)c(Cl)c3)c2)CC1 returned EPAC2 ag 2%, PTHR1 ag -46%[inhibitor], CCT chaperon mod -3.0, D3 ag 0, pAkt inh inactive, DRD3 antagonist -7 and EPAC2 antagonist -9%.
`COc1cc2c(cc1OC)CN(CCC(=O)c1ccc(Br)cc1)CC2` gave MmCpn inh -3%, EPAC2 ag -2%, PTHR1 ag -70%[inhibitor], CCT chaperon mod 0.2, D3 ag -18, pAkt inh inactive, DRD3 antagonist -53* and EPAC2 antagonist -10%.
Screening CC(c1ccco1)N(C(=O)c1cccc(S(=O)(=O)N(C)C)c1)c1ccccn1 (stereo not given) returned MmCpn inh 2%, EPAC2 ag 7%, PTHR1 ag -1%, CCT chaperon mod -51*, D3 ag -7, pAkt inh inactive, DRD3 antagonist -2 and EPAC2 antagonist 5%.
For COc1cc(OC)c(NS(=O)(=O)c2cccc(C(=O)OCC(=O)NCC3CCCO3)c2)cc1Cl (stereo not given) the results were MmCpn inh -1%, EPAC2 ag 2%, PTHR1 ag -11%, CCT chaperon mod -0.7, D3 ag 3, pAkt inh inactive, DRD3 antagonist 0 and EPAC2 antagonist -5%.
For Brc1ccc2[nH]c3c(N4CCc5ccccc5C4)ncnc3c2c1 the results were MmCpn inh -17%, EPAC2 ag 8%, PTHR1 ag -29%, CCT chaperon mod -2.1, D3 ag 29, pAkt inh inactive, DRD3 antagonist -15 and EPAC2 antagonist 3%.
O=C(Nc1cccc(C(=O)O)c1)/C(=C/c1cccc([N+](=O)[O-])c1)NC(=O)c1cccc(Br)c1 was read as EPAC2 ag 4%, PTHR1 ag -15%, CCT chaperon mod 0.7, D3 ag 8, pAkt inh inactive, DRD3 antagonist 0 and EPAC2 antagonist 5%.
